Assay outcomes: PubChem, Broad Institute
ERp5 inh = ERp5 (human) disulfide isomerase inhibition; Q15084; ERp5 insulin aggregation, absorbance 650 nm, 90 min; inhibition, % at 9.99 µM; 0.05% of 350,000 active; AID 651711;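 active means mean replicate inhibition above about 25%, with every replicate also reaching it, limit read from the data, passing the limit was not always enough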
RAD52 inh = RAD52 (human) annealing inhibition. P43351. recombinant RAD52 DNA annealing, FRET fluorescence. inhibition, % at 18.7 µM. 0.46% of 360,000 active. AID 651710;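 active means every replicate showing at least 50% inhibition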
E-selectin induc = induces E-selectin expression in human endothelial cells | P16581 | HUVEC E-selectin immunofluorescence imaging; normalized: neutral wells 0, TNF-alpha wells 100 | activation, % at 7.58 µM | 0.37% of 260,000 active | AID 686992;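 active means mean E-selectin-positive cell signal at least 10% of the positive control, reached in at least 60% of replicates, without over 20% cell loss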;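 further: in these data hits start at about 27%; measured in HUVEC primary endothelial cells; signal is the percent of cells scored E-selectin positive by PE staining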
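Material: HUVEC primary endothelial cells; Amount: 3,000 cells per well; Dosing: single concentration; Medium: EGM-2 growth medium on 0.1% gelatin-coated wells; Read-out basis: percent E-selectin-positive cells; Signal: immunofluorescence imaging; Control set: TNF-alpha, DMSO.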
XiGFP reactiv = X-chromosome reactivation activator; XiGFP mouse fibroblasts, % GFP-positive cells imaging, 3 d; cells co-treated with 5-aza-dC sensitizer; scaled so ellipticine positive control = 100%; activation, % at 7.58 µM; 0.055% of 360,000 active;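 active means mean normalized replicate activation at least 10% and every replicate at or above 10%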;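 further: 0% = median of on-plate neutral control wells and 100% = ellipticine 6 µM median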
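Material: SV40-immortalized XiGFP fibroblast cells, line 68-5-11 | Buffer or medium: DMEM containing 5-aza-dC | Dosing: One concentration, pinned | Times: 3 d treatment, 15 min room-temperature fixation | Controls: Ellipticine 6 µM positive control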
esBAF inh = blocks esBAF chromatin remodeling in mouse ES cells; 2% of 350,000 active; reporter increase, % at 12.5 µM; Bmi1-luciferase knock-in reporter, 24 h; 100% = twice the neutral-well signal; in the data active means activation above about 40%;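 further: 0% = median of the plate's neutral control wells and 100% = double that signal; a rise in the Bmi1 reporter signal indicates esBAF inhibition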
RAD54 inh = blocks human RAD54 Holliday junction branch migration; FAM/BHQ fluorescence; 0.14% of 360,000 active; Q92698; inhibition, % at 10.4 µM; AID 602329;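 active means mean normalized replicate activity at least 40 and at least half of replicates scoring 40 or more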;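 further: 0% = median of neutral control wells and 100% = median of positive control wells; inhibitors cause a drop in the FAM fluorescence signal; in these data hits start at about 50%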
Target sequence (Q92698 whole entry, looked up): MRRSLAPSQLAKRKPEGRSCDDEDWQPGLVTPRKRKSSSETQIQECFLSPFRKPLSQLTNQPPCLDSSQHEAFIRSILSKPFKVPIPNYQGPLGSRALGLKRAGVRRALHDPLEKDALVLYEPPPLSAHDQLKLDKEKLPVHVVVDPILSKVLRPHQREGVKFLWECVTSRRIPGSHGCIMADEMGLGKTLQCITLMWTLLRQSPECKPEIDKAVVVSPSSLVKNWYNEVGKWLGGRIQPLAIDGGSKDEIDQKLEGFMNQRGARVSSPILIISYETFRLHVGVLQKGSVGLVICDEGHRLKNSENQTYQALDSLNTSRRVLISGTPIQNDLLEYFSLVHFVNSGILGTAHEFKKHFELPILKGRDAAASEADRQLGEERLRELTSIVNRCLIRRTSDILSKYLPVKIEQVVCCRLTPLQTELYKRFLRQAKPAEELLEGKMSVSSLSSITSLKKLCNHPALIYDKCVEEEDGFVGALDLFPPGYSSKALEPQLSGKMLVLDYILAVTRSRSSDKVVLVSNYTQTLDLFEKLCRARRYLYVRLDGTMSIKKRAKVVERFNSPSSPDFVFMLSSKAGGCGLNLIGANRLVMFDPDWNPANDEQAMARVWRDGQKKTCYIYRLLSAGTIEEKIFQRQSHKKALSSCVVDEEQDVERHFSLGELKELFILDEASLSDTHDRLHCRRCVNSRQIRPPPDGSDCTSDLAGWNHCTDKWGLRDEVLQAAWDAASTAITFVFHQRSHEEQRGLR
S100A4 MyoIIA = S100A4-myosin IIA interaction inhibition; S100A4/TAMRA-MyoIIA peptide fluorescence polarization; inhibition, % at 10.7 µM; 0.14% of 360,000 active; AID 652163;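 active means mean inhibition of at least 70% across replicates, with every replicate also reaching that level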
Target sequence (P26447 whole entry, looked up): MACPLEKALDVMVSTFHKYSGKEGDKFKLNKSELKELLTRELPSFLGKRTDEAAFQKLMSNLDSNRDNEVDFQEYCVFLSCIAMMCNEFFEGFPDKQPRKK
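assay system = human S100A4 monomer with TAMRA-labelled myosin IIA peptide | also added = labelled myosin peptide probe, 5 nM | incubation = 5 min between mix addition and reading | control set = DMSO and TFP controls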
ERAP1 inh = ERAP1 (human) enzyme inhibition. inhibition, % at 10.7 µM. recombinant ERAP1, Leu-AMC fluorescence, 60 min. Q9NZ08. 0.15% of 340,000 active;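 active means mean replicate inhibition of at least 30%, or all replicates individually reaching that 30% level; inactive means mean below 30% and not every replicate reaching it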;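 further: 0% = neutral control wells and 100% = L-leucinethiol positive control wells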
An asterisk follows results filed as active; . = not tested or not shown. No enrichment for hits (roughly 2.5% active in at least one column).

smiles	XiGFP reactiv	S100A4 MyoIIA	ERAP1 inh	ERp5 inh	esBAF inh	RAD52 inh	RAD54 inh	E-selectin induc
C[C@@H]1CN([C@H](C)CO)C(=O)c2cc(NC(=O)c3ccncc3)ccc2O[C@@H](C)CCCCO[C@@H]1CN(C)CC1CC1	0.0	-11	-1	3	5	-1	2	0.1
CN(C(=O)COC(=O)c1cc([N+](=O)[O-])ccc1Sc1ccccc1)C1CCS(=O)(=O)C1 (configuration not stated)	0.1	-1	-1	-8	3	-5	9	.
Cc1ccc(NC(=O)CSc2nnc(-c3ccccn3)n2N)cc1F	0.0	0	1	2	.	-7	16	2.3
COc1ccccc1-n1c(SCC(=O)OC(C)C)nc2cccnc21	0.0	-6	0	0	-3	-15	-7	2.8
C[C@@H]1CN([C@H](C)CO)C(=O)c2cc(NS(=O)(=O)c3ccc(F)cc3)ccc2O[C@@H](C)CCCCO[C@H]1CN(C)Cc1ccc2c(c1)OCO2	0.3	-47	-2	-8	-8	7	0	.
COc1ccc(CNC(=O)CN2C(=O)COc3ccc(S(=O)(=O)N4CCC(C)CC4)cc32)cc1	0.0	2	-1	0	-1	-17	2	.
Cc1ccc(S(=O)(=O)/N=C(/c2ccc(F)cc2)N(C)C)cc1	0.1	-1	-2	-4	-3	-19	-24	.
CC(C)NC(=O)N(C)C[C@H]1Oc2ccc(NS(=O)(=O)c3ccccc3)cc2C(=O)N([C@@H](C)CO)C[C@@H]1C	0.0	-14	-3	-1	-2	19	10	-0.1
Cc1cc(C)nc(Nc2cccc3ccccc23)n1	0.3	1	2	1	-9	-6	6	.
CCOc1ccccc1C(=O)NC1CCNCC1	0.1	-2	-1	0	2	-3	7	0.4
CCCC[C@@H]1C=C(C(=O)O)[C@H](c2ccc(C#N)cc2)N1S(=O)(=O)c1ccc(C)cc1	-0.1	0	-8	4	-4	-3	-8	-0.2
Cn1c(COc2ccccc2)nnc1SCC(=O)Nc1nnc(C2CC2)s1	0.0	6	4	27*	3	-75	5	.
O=C(Nc1ccsc1C(=O)O)c1cccc(Oc2ccccc2)c1	0.1	-4	-1	-2	-4	0	8	-0.3
O=C(OCCc1cc2ccccc2c(=O)o1)c1ccc2c(c1)OCO2	0.4	12	3	4	36	-8	-13	-0.2
Oc1ccc(/C(Cc2ccccn2)=N\Nc2ccccc2)c(O)c1	0.2	-7	-1	1	.	-14	.	3.5
COC(=O)c1cc(NC(=S)N2CCN(c3ccccn3)CC2)cc(C(=O)OC)c1	0.1	-1	2	-3	-3	-9	-9	.
Cc1cc(C)cc(C(O)c2ncc(-c3ccccc3Cl)[nH]2)c1 (configuration not stated)	0.0	-3	0	3	-3	-12	0	2.2
Cc1ccc(S(=O)(=O)N2CCN(C(=O)c3ccc4c(c3)OCO4)CC2)cc1	0.0	-2	0	2	1	-10	12	.
OC1COC(O)C(O)C1O (configuration not stated)	0.0	1	-1	1	10	5	2	-2.0
COc1ccc(NC(=S)NC2CCCCC2)cn1	0.2	4	0	1	11	-11	10	0.0

2 entries from above in a different format.
O=C(OCCc1cc2ccccc2c(=O)o1)c1ccc2c(c1)OCO2
- XiGFP reactiv: 0.4
- S100A4 MyoIIA: 12
- ERAP1 inh: 3
- ERp5 inh: 4
- esBAF inh: 36
- RAD52 inh: -8
- RAD54 inh: -13
- E-selectin induc: -0.2

Oc1ccc(/C(Cc2ccccn2)=N\Nc2ccccc2)c(O)c1
- XiGFP reactiv: 0.2
- S100A4 MyoIIA: -7
- ERAP1 inh: -1
- ERp5 inh: 1
- esBAF inh: .
- RAD52 inh: -14
- RAD54 inh: .
- E-selectin induc: 3.5

Other entries follow:
smiles	XiGFP reactiv	S100A4 MyoIIA	ERAP1 inh	ERp5 inh	esBAF inh	RAD52 inh	RAD54 inh	E-selectin induc
O=C(Nc1ccc(CN2CCS(=O)(=O)CC2)cc1)c1ccccc1	0.0	1	1	6	8	-4	-2	-0.1
c1ccc(-c2nc(-c3ccncc3)n[nH]2)nc1	0.1	2	0	.	.	-20	.	.
CC(NC(=O)COC(=O)c1ccc2c(=O)n3c(nc2c1)CCCCC3)c1ccc(F)cc1 (configuration not stated)	-0.1	-4	0	3	1	-46	-2	-0.9
C/C=C/c1ccc([C@H]2[C@@H](CO)N3C(=O)CN(C(=O)CC4CC4)C[C@@H]23)cc1	0.0	-6	1	17	.	-20	.	1.1
COc1ccc(CC(=O)NC2CCSc3ccccc32)cc1OC (configuration not stated)	0.1	-6	1	-2	-5	-14	15	.
COC(=O)[C@H]1[C@H](CO)[C@H]2Cn3c(ccc(-c4ccccc4OC)c3=O)[C@H]2N1C(=O)c1cccnc1	0.0	0	1	1	0	-8	3	-0.1
Cc1cc(C)[n+](C)n1CC(O)Cn1c2ccccc2c2ccccc21 (configuration not stated)	0.0	-1	5	1	.	1	.	.
COc1ccc(S(=O)(=O)Nc2cccc3c2O[C@H](CN(C)S(=O)(=O)c2ccc(Cl)cc2)[C@@H](C)CN([C@H](C)CO)C3=O)cc1	1.1	-6	-2	-7	3	7	-3	-0.3
Cc1ccc([N+](=O)[O-])cc1S(=O)(=O)Nc1cccc(S(=O)(=O)NC2=NCCC2)c1	0.2	1	2	2	-5	7	-6	0.1
CC(=O)c1cccc(NC(=S)NCCc2ccc(Cl)cc2)c1	0.0	-1	3	2	-6	-27	8	3.0
O=C(CNC(=O)c1ccc(Br)o1)NNC(=O)c1ccccc1	-0.1	-4	2	-1	0	2	-19	0.9
OCC[C@@H]1C[C@H](O)[C@@H](O)[C@@]2(OCc3ccc4ccccc4c32)O1	0.3	-5	-5	5	1	-8	-10	-0.1
O=C(c1ccccn1)N1CC2(C1)[C@@H](c1ccccc1)[C@@H](CO)N2C(=O)C1CCCCC1	0.0	5	.	1	.	-20	.	2.0
NS(=O)(=O)c1ccc(CCNC(=O)C(=O)c2cn(CC(=O)N3CCOCC3)c3ccccc23)cc1	0.0	-1	4	5	2	-14	-7	-0.7
C[C@@H]1CN([C@H](C)CO)S(=O)(=O)c2ccc(C#Cc3ccccc3)cc2O[C@@H]1CN(C)C(=O)C1CC1	0.2	2	5	0	3	-2	4	0.3
N#CCCN(C(=O)COC(=O)CCc1nc2ccccc2c(=O)[nH]1)c1ccc(F)cc1	0.2	-6	4	9	-4	-14	-3	-1.2
CC1CCCC(NS(=O)(=O)c2cc3c(cc2Cl)NC(=O)CO3)C1C (configuration not stated)	0.2	1	.	2	-1	-24	0	1.1
C#CCNC(=O)C[C@@H]1C[C@@]2(C(=O)OC)CCCCC=C2N(Cc2cccc3ccccc23)C1=O	-0.1	1	-2	-2	.	-6	.	0.0
COCC(=O)Nc1ccc2c(c1)[C@@H]1C[C@@H](CC(=O)NCc3ccncc3)O[C@@H](CO)[C@@H]1O2	-0.1	12	1	-43	0	-1	3	-0.7
N#Cc1cccc(NC(=O)CC2CCCCC2)c1	.	0	1	1	.	-12	.	.
O=C(CN1CC[n+]2c(-c3ccccc3)csc21)c1ccc(Br)cc1	-0.1	-8	-4	-1	.	-8	0	.
CN1CCN(C(=O)c2ccc3c(=O)n(-c4ccc(F)cc4)c(=S)[nH]c3c2)CC1	0.0	4	0	-1	3	41	-11	-0.1
Cc1nnsc1C(=O)NC(C)C12CC3CC(CC(C3)C1)C2 (configuration not stated)	.	-5	0	5	-4	-11	-3	.
O=C1C2C(C(=O)N1c1nccs1)C1C=CC2C12CC2 (configuration not stated)	0.3	3	4	-3	.	-9	.	1.2
CC1C=CCC2C(=O)N(c3ccccc3OC(=O)c3cccs3)C(=O)C12 (configuration not stated)	0.0	-3	8	-2	.	-9	.	-0.8
COc1ccc(/C=C(/C(=O)Nc2ccccc2C(=O)N2CCCC2)c2ccccc2)cc1	.	-4	4	2	-6	-9	5	.
CCCN(CCC)CCNc1c(NC2CCN(C(=O)OCC)CC2)c(=O)c1=O	0.0	3	1	-7	7	-7	-10	-1.6
CC[C@@H]1CCCCc2ccccc2[C@H](C(=O)C[C@H](O)CC(C)=O)OC1=O	-0.1	-1	.	7	-3	-5	-9	-0.4
O=C(C[C@@H]1CC[C@@H]2[C@H](COC[C@@H](O)CN2Cc2ccccc2F)O1)N1CCc2ccccc2C1	0.3	-2	1	5	5	-3	-7	-0.1
CCN(CC)CC#CCC(O)(c1ccccc1)c1ccc(Br)cc1 (configuration not stated)	0.4	3	4	-1	.	11	.	3.7
CO[C@@H]1CN(C)C(=O)c2ccc(NS(=O)(=O)c3ccccc3F)cc2OC[C@H](C)NC[C@@H]1C	0.4	4	-1	-1	-2	-17	-2	-0.1
Cc1ccc(CNC(=O)C(=O)c2cn(CC(=O)N3CCCC3)c3ccccc23)cc1	0.2	-2	1	6	37	-14	11	0.0
O=C(N/N=C/C=C/c1ccccc1[N+](=O)[O-])c1cccs1	0.0	2	-2	-3	38	-10	11	-0.3
O=C(Nc1cccc(Cl)c1)Nc1nnc([C@@H]2C[C@H](O)[C@@H](CO)O2)s1	0.3	-2	-16	3	21	-12	-6	0.8
C[C@H](CO)N1C[C@H](C)[C@H](CN(C)Cc2ccc(F)cc2)Oc2cc(C#Cc3ccccn3)ccc2S1(=O)=O	-0.2	-4	2	6	-1	-22	-1	0.0
CCCCN(C(=O)Cc1cccc(F)c1)c1c(N)n(CCC)c(=O)[nH]c1=O	-0.5	-3	2	-3	.	0	.	5.8
COc1ccc(S(=O)(=O)N(C)C[C@@H]2Oc3ccc(NC(=O)C4CC4)cc3C(=O)N([C@H](C)CO)C[C@H]2C)cc1	-0.5	-12	4	0	-5	12	-4	0.1
O=C1C(=Cc2cccs2)C(=O)c2ccccc21	0.1	-4	8	5	.	-12	-4	.
O=C(Nc1ccccc1F)N1CC(=O)N2[C@@H](CO)[C@H](c3ccc(-c4cccnc4)cc3)[C@@H]2C1	0.0	-1	2	0	.	-2	.	0.2
COC(=O)C1=C(C)N(C)C(=NCc2ccc(OC)cc2)NC1c1ccc(Cl)cc1 (configuration not stated)	0.1	-3	-3	3	.	-2	.	0.0
Cc1nnc(N/N=C/c2ccccc2F)n1N	0.0	10	1	2	2	-4	8	0.1
C[C@H]1CN([C@@H](C)CO)C(=O)c2cc(C#Cc3cccc(F)c3)cnc2O[C@H]1CN(C)C(=O)C1CC1	-0.9	-3	1	-3	-7	11	-10	0.5
Cc1[nH]c2ccccc2c1C(O)CN1CCC2(CC1)OCCO2 (configuration not stated)	-0.1	0	2	2	-1	-14	-6	-0.4
CN(C)CC(=O)N[C@H]1CC[C@H](CCNC(=O)Nc2ccc(F)cc2)O[C@H]1CO	0.6	13	1	-8	4	11	-5	0.1
CO[C@@H]1CN(C)C(=O)c2cc(NC(=O)Cc3ccccc3)ccc2OC[C@@H](C)N(CCc2ccccc2)C[C@H]1C	0.3	-11	2	8	9	11	2	-0.1
c1cncc(-c2nnc3n2CCC3)c1	.	0	4	1	-4	7	-9	.
COc1ccc(S(=O)(=O)NCc2ccccc2)cc1Br	0.0	-2	2	1	-5	-5	-1	.
